Source: PubChem BioAssay
TPT1 inh – blocks Candida albicans tRNA 2'-phosphotransferase. AID 1962. inhibition, % at 5 µM. recombinant caTPT1, FP RNA substrate dephosphorylation. actives 0.81% (n = 300,000);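 active = inhibition above the mean of all tested compounds plus 3 SD, set per screening campaign, cut at about 24% in these data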;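 also: plate controls were DMSO alone for no effect and ferristatin control at 100 nM for full effect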
Fh CTSL1 inh – blocks F. hepatica cathepsin L1 in PFM18AAP counter-screen | recombinant F. hepatica cathepsin L1, Z-Leu-Arg-MCA fluorescence | inhibition, % at 5.96 µM | actives 0.49% (n = 300,000);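 active = inhibition above the mean of all tested compounds plus 3 SD, set per screening campaign, cut at about 17% in these data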;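 also: 0% = plate median of test compound wells and 100% = 1 µM Z-Phe-Ala-diazomethylketone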
Efflux pump inh – blocks antifungal efflux pumps in multiplex yeast assay; actives 0.44% (n = 330,000); inhibition, % at 10 µM; S. cerevisiae Candida pump triplex, Nile Red efflux;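 active = plate passing quality check with inhibition over a set limit, or well fluorescence over plate mean plus 4 SD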;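 also: Nile Red retained in pooled yeast measured as flow cytometry median fluorescence; 0% = buffer negative control and 100% = Enniatin B positive control; higher means more Nile Red kept so more efflux inhibition; some compounds called inactive have numbers as strong as hits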
PP5 primary – PP5 (human) phosphatase inhibition | AID 1987 | actives 0.18% (n = 320,000) | purified PP5c, OMFP substrate fluorescence | P53041 | inhibition, % at 6.7 µM;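 active = inhibition above the campaign's mean inhibition across all tested compounds plus 3 SD, cut at about 9.5% in these data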;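 also: 0% = DMSO only and 100% = 100 µM cantharidin control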
LYPLA2 inh – blocks human lysophospholipase 2, a PME1 counter-screen; O95372; recombinant LYPLA2, FP-Rh probe fluorescence polarization; inhibition, % at 5.9 µM; actives 0.38% (n = 320,000); AID 2177;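 active = inhibition above the screen-wide mean plus 3 SD, limit set per campaign, cut at about 26% in these data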;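 also: 0% = LYPLA2 with DMSO and 100% = wells lacking LYPLA2 enzyme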
Target sequence (O95372 whole entry, looked up): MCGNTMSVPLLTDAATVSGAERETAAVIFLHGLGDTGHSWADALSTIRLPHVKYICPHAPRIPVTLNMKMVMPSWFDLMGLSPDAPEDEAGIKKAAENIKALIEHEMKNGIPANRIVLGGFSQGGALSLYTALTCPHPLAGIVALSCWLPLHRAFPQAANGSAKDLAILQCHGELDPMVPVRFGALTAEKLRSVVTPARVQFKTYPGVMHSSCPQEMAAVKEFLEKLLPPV
core dimer inh – HCV core protein dimerization inhibition; TR-FRET GST/Flag-core106 dimerization, 1536-well; inhibition, % at 5 µM; actives 0.33% (n = 300,000); AID 1899;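 active = inhibition above the mean of all tested compounds plus 3 SD, set per screening campaign, cut at about 45% in these data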
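Material: GST/Flag-tagged HCV core106 proteins. Incubation: 4 h, 22.5 °C incubation. Read-out basis: inhibition (%) from 671 over 617 nm ratio. Measured by: TR-FRET, excitation 340 nm, emission 617 and 671 nm.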
PREPL inhibitor – inhibitors of human prolyl oligopeptidase-like enzyme PREPL. recombinant PREPL, fluorescence polarization activity-based probe. Q4J6C6. actives 0.68% (n = 320,000). inhibition, % at 5.96 µM; in the data active = inhibition above about 43%;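 also: 0% = enzyme with DMSO and 100% = wells lacking enzyme; many of its hits are not listed in these tables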
PP1 counter – blocks human PP1-alpha phosphatase, a PP5 counter-screen. purified PP1alpha, OMFP fluorescence. inhibition, % at 6.7 µM. actives 0.9% (n = 320,000). AID 2235;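 active = inhibition above the mean inhibition of all tested compounds plus 3 SD, computed separately for each screening campaign, cut at about 15% in these data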
Target sequence (P62136 whole entry, looked up): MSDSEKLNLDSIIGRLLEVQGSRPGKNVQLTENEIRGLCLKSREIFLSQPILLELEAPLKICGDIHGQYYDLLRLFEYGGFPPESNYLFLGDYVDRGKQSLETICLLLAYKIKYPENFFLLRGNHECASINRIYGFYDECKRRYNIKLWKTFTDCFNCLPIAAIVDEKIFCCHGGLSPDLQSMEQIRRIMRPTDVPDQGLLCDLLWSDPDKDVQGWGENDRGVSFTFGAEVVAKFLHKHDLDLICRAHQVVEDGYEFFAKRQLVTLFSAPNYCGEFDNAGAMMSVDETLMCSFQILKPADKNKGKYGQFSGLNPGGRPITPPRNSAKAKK
JMJD2C inh – blocks human GASC-1 demethylase activity | GST-JMJD2C(1-420) H3K9me3 demethylation, DELFIA europium | actives 0.069% (n = 330,000) | inhibition, % at 2.35 µM;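 active = more than half of a compound's replicate wells show inhibition beyond 50%, single wells judged on their own value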;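 also: signal counts dimethyl H3K9 product captured on neutravidin plate; 0% = median of DMSO wells and 100% = 0.3 times that DMSO median; strong numbers were not always called active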
Target sequence (Q9H3R0 1-420 limits assumed): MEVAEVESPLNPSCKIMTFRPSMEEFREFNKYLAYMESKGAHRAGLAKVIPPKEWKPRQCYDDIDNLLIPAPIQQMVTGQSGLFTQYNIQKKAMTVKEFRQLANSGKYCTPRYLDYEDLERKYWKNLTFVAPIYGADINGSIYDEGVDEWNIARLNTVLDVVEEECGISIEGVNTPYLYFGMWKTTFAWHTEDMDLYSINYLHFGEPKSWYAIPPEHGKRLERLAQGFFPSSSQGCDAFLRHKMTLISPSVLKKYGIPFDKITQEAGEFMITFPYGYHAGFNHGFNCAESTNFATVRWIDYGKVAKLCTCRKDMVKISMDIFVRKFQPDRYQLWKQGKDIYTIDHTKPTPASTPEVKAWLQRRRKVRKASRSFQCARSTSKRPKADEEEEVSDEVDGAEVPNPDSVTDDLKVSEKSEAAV
The depositor's hits bear a star; . = no result given; & = joins results of further samples.

Values run as follows: TPT1 inh	Fh CTSL1 inh	Efflux pump inh	PP5 primary	LYPLA2 inh	core dimer inh	PREPL inhibitor	PP1 counter	JMJD2C inh
- NS(=O)(=O)c1ccc(-n2nc(C(=O)O)cc2-c2ccc(Cl)cc2)cc1
  -2	-5	-0.1	1.0	-1	0	1	9	-1
- CC1CCCN(C(=O)CSc2nnc(-c3ccco3)n2C)C1 (stereo not given)
  -2	0	0.4	1.5	-2	3	-3	1	-4
- COc1ccc(CNc2ccc3c(c2)CCC3)cc1OC
  3	2	0.0	0.3	-3	-3	29	1	-11
- COC(=O)c1ccc(OC(=O)c2ccc(OC)c(OC)c2)c(OC)c1
  5	-5	0.1	0.9	3	0	15	1	7
- CCOC(=O)C(C)/C(C)=N/NC(N)=S (stereo not given)
  -3	4	0.1	0.1	3	-5	5	0	5
- Cc1ccc2c(C)nc(/N=C(\N)NC(=O)N3c4ccccc4Sc4ccccc43)nc2c1
  0	-3	0.2	0.0	0	-1	2	-4	-3
- COc1ccc(OC)c(N(CC(=O)N2CCN(Cc3ccccc3)CC2)S(C)(=O)=O)c1
  -4	1	-0.2	0.4	-5	-7	9	1	-14
- Cc1ccc(S(=O)(=O)NCc2ccncc2)c(C)c1C
  -2	1	0.0	-1.9	-3	0	0	-2	-3
- Cc1cccc(NCC(=O)N/N=C\c2ccccn2)c1
  1	-3	0.0	-2.0	1	2	5	2	-1
- Cc1cccc(NS(=O)(=O)c2cc3c(cc2C)n(C)c(=O)c(=O)n3C)c1
  -4	2	-0.2	0.0	-3	2	2	-2	3
- Cc1c(-c2ccccc2)nc2ccccc2c1C(=O)OCC(=O)Nc1ncc(C(F)(F)F)cc1Cl
  0	4	-0.3	0.8	-18	14	4	3	3
- CCN(CC(=O)Nc1c(F)cccc1F)C(=O)c1ccc(C)c(S(=O)(=O)N2CCCCC2)c1
  2	-3	0.1	-2.1	-4	-2	-2	-2	-2
- CCOC(=O)c1sc(-c2ccccc2)cc1NC(=O)Nc1ccc([N+](=O)[O-])cc1
  -4	-2	-0.3	2.8	1	-15	0	2	-5
- CC(C)(C)c1cc(/C=N/NC(=O)Cc2nc3ccccc3[nH]2)cc(C(C)(C)C)c1O
  2	-3	0.5	5.5	-16	8	1	10	-5
- O=C(C1CCCN1C(=O)c1cccs1)N1CCc2ccccc21 (stereo not given)
  2	-1	0.1	1.9	0	8	7	-1	-5
- N#Cc1ccccc1NC(=O)CN1C(=O)NC(Cc2c[nH]c3ccccc23)C1=O (stereo not given)
  .	.	0.1	0.1	4	.	20	1	.
- COc1ccccc1N(CC(=O)NCc1ccccc1)C(=O)CCC(=O)Nc1cc(C)ccn1
  -1	2	0.0	0.9	2	2	10	-1	-13
- Cc1ccccc1NC(=O)C(=O)NNC(=O)COc1ccc2ccccc2c1
  -2	0	0.1	0.2	5	-3	15	18*	18
- CCCn1c(=O)c2sccc2n2c(CCCC(=O)NCC3CCCO3)nnc12 (stereo not given)
  -4	0	0.3	1.1	-2	-1	14	0	50
- CN1CCc2c(sc3c2c(=O)n(-c2cccc(Cl)c2)c2nncn32)C1
  -2	-1	0.0	2.1	2	0	8	1	5
- Cc1cc(C)c2c(=O)[nH]n(C(C)C)c2n1
  -4	-1	-0.1	0.3	-2	-4	-4	3	14
- O=C1c2ccccc2C(=O)N1Cc1nc(-c2ccccn2)no1
  -2	4	0.0	1.3	6	-2	3	-5	-2
- CCN(CC)C(=O)C(=O)N/N=C/c1ccc(F)cc1
  4	3	0.3	0.8	-5	-6	1	-7	-2
- Fc1ccc(/C=N/NC(=S)NCCc2ccccc2)cc1F
  -1	0	-0.3	3.1	-1	8	-2	4	-1
- COC(=O)c1[nH]c2cccc(Cl)c2c1NC(=O)CN(C)C1CCCCC1
  -2	3	0.0	4.1	-2	5	-15	-4	7
- COC(=O)c1ccc(C2NC(=S)N(c3ccccc3)C(C)=C2C(=O)Nc2ccccc2OC)cc1 (stereo not given)
  1	-1	-0.1	2.6	5	10	7	5	-5
- CCOC(=O)Cn1c2ccc(OC)cc2c2nc3ccccc3nc21
  -2	-6	1.0	2.6	-9	4	13	-2	-8
- CCOC(=O)c1ccc(N2CCN(c3cc(C)ccc3C)CC2)c(N)c1
  -6	3	0.0	3.9	8	-10	6	10	-4
- C=CCOc1ccc(/C=C/C(C)=N\O)cc1
  -2	0	0.0	2.4	6	-6	16	-2	7
- CCC(=O)c1ccc(OCC(O)Cn2c(C)nc3ccccc32)cc1 (stereo not given)
  0	-5	0.2	-0.9	4	4	11	-3	.
- Cc1ccc(C(=O)O/N=C/c2c(Cl)n(C)c3ccccc23)cc1
  -1	-1	-0.1	0.3	2	-4	-4	-7	5
- CCc1nc(N(CC)CC)c2oc3ccccc3c2n1
  -7	2	0.0	1.5	1	-1	6	-1	8
- CCN(CC(=O)Nc1c(F)cccc1F)C(=O)c1ccc(C#N)cc1
  -1	7	-0.2	1.7	1	-11	8	-8	4
- CCOC(=O)c1ccc(N/C=C/C(=O)c2ccco2)cc1
  2	11	-0.1	2.6	-1	3	5	4	-1
- CC(C)=C1C2C=CC1C(C(=O)Nc1cc(C)ccc1C)C2C(=O)O (stereo not given)
  -2	-3	0.0	-0.5	3	2	-16	-11	29
- CC1Cc2ccccc2N1C(=O)CN1C(=O)C(=O)N(Cc2ccccc2)C1=O (stereo not given)
  3	3	-0.1	1.3	7	-3	-6	3	1
- Clc1cccc(CN2CCc3c([nH]c4ccccc34)C2)c1
  5	-1	0.5	3.6	-2	-2	14	5	-3
- COc1ccccc1CC(=O)Nc1cccc(C)n1
  -1	0	0.0	-0.8	-8	-2	-4	-2	26
- COc1ccc(OCCc2nnc(N)s2)cc1
  -4	-1	0.0	0.2	-6	6	-2	-1	-2
- CC(C)Oc1ccc(CNC(=O)Cn2ccc3cc(S(=O)(=O)N4CCCC4)ccc32)cc1
  -1	-2	-0.1	-1.9	2	5	0	1	-2
- Cc1ccc(C(c2nnnn2CS(=O)(=O)c2ccc(C)cc2)N2CCC(C(N)=O)CC2)cc1 (stereo not given)
  -2	6	-0.1	-1.2	0	-2	10	-7	4&5
- O=C(CSc1nnc(-c2ccncc2)n1CCc1ccccc1)N1CCCC1
  -1	0	-0.1	-0.5	-2	-3	2	-4	-2
- Cc1cccc(C(=O)NCCCNC(=O)c2cccnc2)c1
  -1	-6	0.1	1.8	8	-7	5	2	-2
- CN(C)c1ccc(Sc2nnc(NC(=O)Nc3ccc(Cl)cc3Cl)s2)cc1
  -2	2	0.0	-0.8	-7	6	2	0	-5
- Cc1nc(C)c(C(=O)NNC(=O)c2ccc(Br)cc2)s1
  -1	-2	0.2	2.0	3	-1	-13	-1	4
- O=C(N/C(=C\c1cccnc1)C(=O)N1CCOCC1)c1cccc(Br)c1
  -1	5	0.1	-0.4	1	0	13	-4	8
- Cn1c(=O)[nH]c(=O)c2c1nc(N1CCCCCC1)n2CC(N)=O
  -6	0	-0.1	-0.1	0	4	1	-4	-19
- COC(=O)c1[nH]c(C)c(/C(O)=C2\C(=O)C(=O)N(CCN(C)C)C2c2ccco2)c1C (stereo not given)
  0	5	0.4	1.1	5	-2	15	-3	1
- CCOC(=O)C1CCN(c2c(NCc3ccc(C(=O)NCCC(C)C)cc3)c(=O)c2=O)CC1
  -4	1	-0.1	2.8	6	2	1	-4	4
- Cc1cccc(C)c1N=C1SC(CC(=O)Nc2c(C)cccc2C)C(=O)N1CCc1ccccn1 (stereo not given)
  3	2	0.1	2.0	1	6	13	-1	-3

Some of the entries so far, with bars between the fields.
Compound | TPT1 inh | Fh CTSL1 inh | Efflux pump inh | PP5 primary | LYPLA2 inh | core dimer inh | PREPL inhibitor | PP1 counter | JMJD2C inh
Cn1c(=O)[nH]c(=O)c2c1nc(N1CCCCCC1)n2CC(N)=O | -6 | 0 | -0.1 | -0.1 | 0 | 4 | 1 | -4 | -19
CCOC(=O)C1CCN(c2c(NCc3ccc(C(=O)NCCC(C)C)cc3)c(=O)c2=O)CC1 | -4 | 1 | -0.1 | 2.8 | 6 | 2 | 1 | -4 | 4

Next part:
Values run as follows: TPT1 inh	Fh CTSL1 inh	Efflux pump inh	PP5 primary	LYPLA2 inh	core dimer inh	PREPL inhibitor	PP1 counter	JMJD2C inh
- Cc1cc(C)nc(/N=C2\NC(=O)CC(C(=O)O)N2c2cccc(Cl)c2)n1 (stereo not given)
  12	1	-0.1	-0.4	-5	2	-1	-1	2
- CN(CC(=O)Nc1ccc(F)cc1)C(=O)COC(=O)C1=COCCO1
  1	-1	0.0	1.2	4	-1	4	-1	2
- CCCS(=O)(=O)N1CCN(Cc2ccc(OCc3ccccc3)c(OC)c2)CC1
  1	-1	0.1	4.5	10	0	18	-1	2
- Cc1ccc(CNC(=O)C(=O)Nc2nccs2)cc1
  -3	0	0.1	2.9	1	5	-3	-2	18
- CC(=O)c1ccc(N=C2C(=O)Nc3ccccc32)cc1
  -3	0	0.1	0.6	-5	7	-6	-1	24
- Cc1ccccc1OCCC(=O)N(CC(C)C)c1c(N)n(Cc2ccccc2)c(=O)[nH]c1=O
  .	.	0.2	0.5	0	.	5	3	-1
- CN(C(=O)CN1C(=O)S/C(=C\c2cccc(Cl)c2)C1=O)C1CCS(=O)(=O)C1 (stereo not given)
  1	5	0.0	0.1	2	-3	41	-4	3
- COc1ccc(C2C(C(=O)c3ccco3)=C(O)C(=O)N2CC2CCCO2)cc1OC (stereo not given)
  1	-6	0.2	2.1	-1	0	13	-4	4
- Cc1oc(-c2ccccc2Cl)nc1CS(=O)(=O)CC(=O)NCCN1CCOCC1
  0	0	0.0	1.3	0	-5	13	0	15
- Nc1ccc(S(N)(=O)=O)cc1N
  -9	-1	0.2	8.8	-5	0	18	2	9
- COC(=O)[C@H](Cc1ccccc1)NC(=O)Cn1ccc(NC(=O)OCc2ccccc2)nc1=O
  .	.	0.0	0.4	-6	.	-20	-2	1
- O=C(O)C1CC=CCC1C(=O)Nc1ccc(N2CCN(Cc3ccccc3)CC2)cc1 (stereo not given)
  0	-4	11*	2.1	3	-12	14	-2	-7

This is a subset. The share of hits here may be higher or lower than overall.
